# Bioassay records (PubChem BioAssay)
# CCR6 antagonist: CCR6 receptor antagonists, primary screen, cell-based, CHO-K1, luminescence, beta-arrestin, uHTS; C-C chemokine receptor type 6 (Homo sapiens), P51684; CHO-K1 CCR6 PathHunter beta-arrestin, CCL20-stimulated; inhibition, % at 20 µM; actives 0.49% (n = 340,000); AID 493098, 2011;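 active = compounds whose inhibition of the agonist-driven luminescence signal at 20 µM reaches about 50%, limit read from the data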;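 note: cells stimulated with CCL20 at 14 nM final; plate controls were DMSO with CCL20 for no effect and DMSO without agonist for full effect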
# Target sequence (P51684 whole entry, looked up): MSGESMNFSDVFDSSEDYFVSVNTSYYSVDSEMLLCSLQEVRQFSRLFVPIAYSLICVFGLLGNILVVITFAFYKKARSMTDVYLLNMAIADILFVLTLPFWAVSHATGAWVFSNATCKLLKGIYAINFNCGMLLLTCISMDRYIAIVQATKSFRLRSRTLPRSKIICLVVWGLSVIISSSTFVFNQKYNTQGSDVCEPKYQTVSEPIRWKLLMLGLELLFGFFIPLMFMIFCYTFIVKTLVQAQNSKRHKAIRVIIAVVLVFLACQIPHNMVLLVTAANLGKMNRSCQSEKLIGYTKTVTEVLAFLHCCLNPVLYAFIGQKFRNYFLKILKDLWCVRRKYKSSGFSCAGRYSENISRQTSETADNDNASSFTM
# CHOP UPR activ: activators of apoptotic CHOP UPR arm, primary screen, cell-based, CHO-CHOP luciferase reporter, luminescence, uHTS | UPR activation; percent of tunicamycin response over DMSO baseline | activation, % at 10 µM | actives 0.34% (n = 330,000);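 active = at 10 µM dose, activation of 40% or more, normalized to positive control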;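 note: 100% = tunicamycin at 10 µg/mL and 0% = DMSO alone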
#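 Dosing – one dose, 10 µM in 0.5% DMSO · System – CHO-CHOP cells, stable luciferase reporter of PERK-eIF2a-CHOP signalling · Input – 500 cells/well · Control set – tunicamycin 10 µg/mL final as positive, DMSO-only wells as negative · Timing – 6 h compound treatment, 37 °C · Measure – % activation vs tunicamycin · Technique – luminescence read with Steady-Glo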
# CXCR6 block: CXCR6 receptor inhibitors, primary screen, cell-based, beta-arrestin, luminescence, CHO-K1 PathHunter, 1536-well; inhibition, % at 20 µM; C-X-C chemokine receptor type 6 (Homo sapiens), O00574; actives 0.36% (n = 360,000); in the data active = inhibition above about 34%, passing the limit was not always enough;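 note: antagonist mode with CXCL16 agonist at 10 nM final; 0% = 10 nM CXCL16 with DMSO and 100% = unstimulated wells without agonist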
# Target sequence (O00574 whole entry, looked up): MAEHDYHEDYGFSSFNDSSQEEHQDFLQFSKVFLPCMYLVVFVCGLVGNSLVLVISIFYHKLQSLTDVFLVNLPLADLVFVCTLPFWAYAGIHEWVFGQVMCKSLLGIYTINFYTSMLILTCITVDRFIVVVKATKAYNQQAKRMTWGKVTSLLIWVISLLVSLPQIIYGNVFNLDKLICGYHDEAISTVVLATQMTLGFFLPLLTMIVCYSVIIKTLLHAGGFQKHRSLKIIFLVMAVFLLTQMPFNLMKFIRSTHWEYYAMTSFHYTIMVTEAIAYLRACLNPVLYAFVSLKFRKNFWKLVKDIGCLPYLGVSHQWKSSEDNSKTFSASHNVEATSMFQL
# Mdm2 MdmX PPI: inhibitors of human Mdm2-MdmX association, primary screen, cell-based, luminescence, split luciferase, SaOS-2, uHTS; Protein Mdm4 (Homo sapiens) + E3 ubiquitin-protein ligase Mdm2 (Homo sapiens), …; SaOS-2 split-luciferase Mdm2/MdmX complementation; inhibition, % at 8 µM; actives 3% (n = 330,000); AID 485346, 2010;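 active = inhibition of at least 50% at 8 µM in the primary screen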
# APJ antagonist: antagonists of human apelin receptor APJ, primary screen, CHO-K1 cells, beta-arrestin complementation, luminescence; P35414; inhibition, % at 20 µM; actives 0.32% (n = 330,000); AID 2521, 2010;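 active = inhibition above about 40% at 20 µM, limit read from the data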;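 note: cells challenged with 10 nM apelin-13 agonist together with compound; plate controls were apelin-13 plus DMSO wells for no effect and DMSO wells lacking apelin-13 for full effect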
# APJ agonist: agonists of human apelin receptor APJ, primary screen, CHO-K1 cells, PathHunter beta-arrestin, luminescence. P35414. 0% DMSO wells, 100% apelin. activation, % at 20 µM. actives 0.11% (n = 330,000);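 active = activation more than six SD over the plate average, tested at 20 µM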;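 note: 0% = DMSO alone and 100% = apelin-13 at 10 nM; some results filed as inactive read as strong as hits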
#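 system = engineered CHO-K1 APJ arrestin reporter cells | input = 1000 cells per well | timing = overnight seeding, 90 min compound at 25 °C, 1 h detection | measured by = enzyme-fragment complementation luminescence | read-out = beta-arrestin recruitment to APJ as agonist activity, luminescent signal | control set = negative DMSO alone, positive Apelin-13 at 10 nM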
# tim23-1 inh: growth inhibitors of tim23-1 mutant yeast, primary screen, luminescence, uHTS | inhibition, % at 20 µM | AID 463212, 2010 | S. cerevisiae tim23-1 growth, BacTiter-Glo luminescence, 24 h | actives 1.3% (n = 330,000);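 active = growth inhibition of the mutant yeast at or above 50%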;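 note: temperature-sensitive mutant grown at 25 °C; plate controls were DMSO-treated mutant yeast for no effect and medium wells lacking yeast for full effect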
# EBI2 block: EBI2 receptor antagonists, beta-arrestin recruitment, primary screen, cell-based, luminescence, 7a,25-OHC stimulation, uHTS | AID 651636, 2012 | 7a,25-OHC stimulated | actives 0.81% (n = 360,000) | inhibition, % at 5 µM; in the data active = inhibition above about 38%;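 note: enzyme fragment complementation signal reports receptor beta-arrestin coupling in cells; 0% = agonist plus DMSO wells and 100% = wells without agonist; some results beyond the cut were filed as inactive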
# Target sequence (P32249 whole entry, looked up, the tested form may be a part): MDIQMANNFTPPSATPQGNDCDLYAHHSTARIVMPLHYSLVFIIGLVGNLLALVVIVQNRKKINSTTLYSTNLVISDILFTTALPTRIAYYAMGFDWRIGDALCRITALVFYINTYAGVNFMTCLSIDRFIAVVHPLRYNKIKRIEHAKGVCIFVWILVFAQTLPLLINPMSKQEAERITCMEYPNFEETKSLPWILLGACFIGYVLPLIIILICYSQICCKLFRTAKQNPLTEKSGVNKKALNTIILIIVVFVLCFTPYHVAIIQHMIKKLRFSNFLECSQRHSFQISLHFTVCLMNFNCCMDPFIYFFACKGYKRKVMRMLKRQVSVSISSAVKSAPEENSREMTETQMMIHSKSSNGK
# UPR XBP1 act: activators of adaptive XBP1 UPR arm, primary screen, cell-based, CHO-XBP1 luciferase reporter, luminescence, uHTS. IRE1-XBP1 UPR activation; percent of tunicamycin response, DMSO as zero. activation, % at 20 µM. actives 0.33% (n = 330,000);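 active = versus positive control, 20 µM dose yields 30% or more activation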;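 note: 100% = tunicamycin at 10 µg/mL and 0% = DMSO only wells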
#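 Material: CHO-XBP1 cells stably carrying IRE1-XBP1-driven luciferase reporter / Amount: 1000 cells per well / Compound: 20 µM, 1% DMSO / Times: 6 h treatment, 37 °C / Detection: luciferase luminescence / Measure: % activation of reporter signal versus tunicamycin and DMSO controls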
# Active calls of the source: *; · = no result given. This is a subset; rates above refer to the full screens.
SMILES,CCR6 antagonist,CHOP UPR activ,CXCR6 block,Mdm2 MdmX PPI,APJ antagonist,APJ agonist,tim23-1 inh,EBI2 block,UPR XBP1 act
Cc1ccc(OCc2cc(C(=O)NCc3cc(F)ccc3C)no2)cn1,13,3.3,0,-1,-2,3,10,3,1
O=C(COC(=O)c1nc(Cl)ccc1Cl)c1ccccc1Cl,3,7.3,2,7,-51,-4,4,-7,-2
CCCCOc1ccc(C2C(C(=O)c3ccc(C)o3)=C(O)C(=O)N2Cc2ccco2)cc1 (stereo unspecified),·,-1.3,14,-1,16,-3,12,2,-1
CC1(OC(=O)C2CCCC2)C(=O)C=C2C=C(c3ccsc3)N(c3ccccc3)C=C2C1=O (stereo unspecified),-10,2.1,-9,23,-46,16,28,-12,-2
COc1cc(-c2nnc(SC(C)C(=O)Nc3c(C)n(C)n(-c4ccccc4)c3=O)o2)cc(OC)c1OC (stereo unspecified),3,0.6,-9,-23,-8,-3,2,3,-2
COC(=O)C1=C(C(=O)OC)[C@@H]2N(Cc3ccccc3)c3ccccc3[C@@]23C[C@@H](C(=O)OC)N(C(=O)CC(C)C)C3=N1,10,3.1,14,4,9,2,10,-5,-4
COCCCNC(=O)c1c(N)n(/N=C/c2cccnc2)c2nc3ccccc3nc12,9,4.6,-3,-4,5,4,0,14,4
COC(=O)c1ccccc1NC(=O)N1CCN(c2ccc(F)cc2)CC1,7,1.9,-1,7,-8,0,13,-5,3
CCCSc1nc(N2CCOCC2)c2c(c1C#N)CCCC2,20,-1.0,5,-17,-12,12,1,8,-4
Cc1c(/C(Cc2ccccc2)=N/O)c2ccccc2n1C,7,-0.7,4,-2,-2,-3,16,-5,-4
COCCNC(=S)N/N=C(\C)c1ccc(OC(F)F)cc1,11,-1.0,1,-1,24,-3,25,-3,-1
OCC[C@H]1C[C@@H](O)[C@H](O)[C@@]2(OCCc3ccccc32)O1,2,-1.4,-8,-1,1,-2,12,0,2
CCCNC(=O)C1=C(C)C(=O)OC12CCC(C)CC2 (stereo unspecified),9,0.7,4,17,-1,-2,3,-4,0
COc1cccc(-c2csc(/C(C#N)=C/Nc3cc4oc5ccccc5c4cc3OC)n2)c1,-14,2.8,-5,-26,5,-5,7,1,-3
CC(C)c1cccc(OCC(=O)Nc2ccc(S(=O)(=O)Nc3ccccn3)cc2)c1,5,0.4,-2,-4,-2,0,6,-1,-4
O=C(CCCc1ccccc1)Nc1ccnn1C1CCN(Cc2ccccc2F)CC1,-5,0.2,-1,9,6,-8,18,19,-1
COc1ccc(OC)c(-c2csc(NC(=O)C3CSC4(C)CCC(=O)N34)n2)c1 (stereo unspecified),5,-1.0,5,20,0,-4,12,12,-4
O=C(Nc1ccc(Br)cc1)c1ccc2ncsc2c1,14,-0.9,-9,-60,10,3,1,7,-10
O=C1CC(C(=O)N2CCCc3ccccc32)CN1c1ccc(F)cc1 (stereo unspecified),2,2.0,-6,0,-7,0,-1,-7,-8
COCCn1c(=N)c(C(=O)NCCc2ccc(OC)cc2)cc2c(=O)n3cccc(C)c3nc21,-9,-3.0,11,39,9,-4,13,4,-2
COC(=O)CC1C(=O)NCCN1C(=S)Nc1cccc(C)c1 (stereo unspecified),1,0.0,-3,16,-2,1,10,-1,-1
NC(=O)[C@@H]1CC2(CC(c3cccc(NC(=O)COc4ccc(Cl)cc4)c3)=NO2)CN1C(=O)c1ccccc1 (stereo partly specified),0,-0.2,-6,9,-20,8,-3,-1,-2
Cc1ccc(-n2nc(-c3ccco3)cc2C(=O)O)cc1,6,0.2,3,0,17,-3,-4,0,0
CSc1nc2ccccc2n1CC(=O)Nc1ccccc1,11,-0.6,9,13,13,1,4,-4,4
Cc1cccc(CCNC(=O)CNS(=O)(=O)c2ccc3nc(C)sc3c2)c1,9,-0.4,-11,25,7,-4,16,-7,-9
# Further records:
SMILES,CCR6 antagonist,CHOP UPR activ,CXCR6 block,Mdm2 MdmX PPI,APJ antagonist,APJ agonist,tim23-1 inh,EBI2 block,UPR XBP1 act
O=C1CC(c2ccccc2)CC(O)=C1C=Nc1ccccc1 (stereo unspecified),9,35,1,16,0,-2,25,15,26
CCN1CCN(CCCN(Cc2ccco2)C(=S)Nc2ccc(C)c(Cl)c2)CC1,16,-0.4,11,24,-15,0,15,7,-5
N#CCSc1nnc(C2CCCCC2)n1Cc1ccccc1,5,-2.0,6,26,11,-5,18,-15,-2
CC(C)[C@H](NC(=O)N1CC(=O)Nc2ccccc21)C(=O)N1CCC[C@H]1C(=O)O,-2,-1.9,-2,-1,-21,-3,14,-8,4
Cc1ccc(S(=O)(=O)N/N=C/c2ccc(O)cc2O)cc1[N+](=O)[O-],16,0.0,5,10,8,-2,20,1,0
c1ccc(-c2nc(-c3ccco3)cs2)nc1,16,6.3,11,-8,53*,-11,11,-4,2
C=CCC1(NCc2ccco2)CCN(CC)CC1,15,0.2,10,18,1,-3,2,-5,0
Cc1c2cnn(CC(=O)NCc3ccccn3)c(=O)c2c(C)n1Cc1ccccc1,-3,1.1,-4,19,12,4,11,-1,-3
COc1ccc(C)cc1NC(=O)C1C2C=CC(C2)C1C(=O)O (stereo unspecified),3,0.0,-3,7,-10,1,13,-3,1
O=C(CN1CCOC1=O)N1CCCC(N2CCN(c3cccc(C(F)(F)F)c3)CC2)C1 (stereo unspecified),7,0.5,4,-4,20,0,-4,12,-2
Cn1cc(/C=C(\NC(=O)c2ccccc2Cl)C(=O)NCCCn2ccnc2)c2ccccc21,14,1.5,-10,14,5,-2,-4,-4,-2
COc1ccc(CC(=O)N(Cc2ccccc2)c2ccc(C)cc2)cc1OC,11,0.9,0,26,4,-8,29,8,-4
CNC(=O)c1cc2cccc(OC)c2oc1=O,3,-1.8,-4,16,-12,-1,12,-6,-1
O=C(Nc1ccc(Cl)cc1)C1CC2CCCC(C1)C2=O (stereo unspecified),2,0.5,-2,1,25,-1,23,-2,3
CC(C)(C)c1ccc(S(=O)(=O)N2CCN(CC(=O)N3CC(=O)Nc4ccccc43)CC2)cc1,1,0.6,-8,22,4,-2,14,3,-1
O=C1c2ccccc2C(=O)N1CC(O)COc1ccccc1Cl (stereo unspecified),7,5.3,3,8,13,-1,28,5,2
CCOC(=O)O[C@]1(C(=O)COC(=O)CC)CC[C@H]2[C@@H]3CCC4=CC(=O)C=C[C@]4(C)[C@H]3[C@@H](O)C[C@@]21C,10,1.0,9,-3,0,-4,5,-6,-6
O=c1[nH]c(N2CCN(Cc3ccccc3)CC2)nc2c1CCC2,-2,1.9,10,12,-9,-3,8,7,-3
COc1ccc(NC(=O)CSc2ccc(-c3sc(C)nc3C)nn2)cc1OC,9,1.9,-10,8,-15,6,8,9,-1
COc1ccc([C@@H]2[C@@H]3C(=O)N(C(C)(C)C)C(=O)[C@@H]3[C@]3(C)C(=O)N(c4cccc(Cl)c4)C(=O)N23)cc1,-9,-0.6,-5,10,3,6,5,-15,-2
CCOC(=O)c1c(NC(=O)COc2ncnc3ccccc23)sc(C)c1C,1,-3.6,6,8,9,2,-7,-1,0
O=[N+]([O-])c1ccc(Cl)c(S(=O)(=O)Nc2ccc(-c3ccc(N4CCCC4)nn3)cc2)c1,3,2.9,-3,37,-9,3,6,-3,-3
Cc1ccc(S(=O)(=O)N2CCc3ccccc3C2)cc1,16,0.4,-1,-6,-4,-1,37,10,-6
Cc1ccc(C(C)C)c(OCC(=O)NN=C2CCCC(=O)C2)c1,10,-1.1,-9,0,4,1,7,3,2
O=C(CCC1CCCC1)Nc1cccc(Cc2ccncc2)c1,20,2.8,-4,2,-9,-2,41,0,-3
# Following part:
SMILES,CCR6 antagonist,CHOP UPR activ,CXCR6 block,Mdm2 MdmX PPI,APJ antagonist,APJ agonist,tim23-1 inh,EBI2 block,UPR XBP1 act
Cc1nc(Nc2ccc(F)cc2)[nH]c(=O)c1CCC(C)C,-14,-0.7,-3,10,-22,-1,43,3,-2
CCOc1ccc(NC(=O)C2CC(=O)N(C(C)C)C2)cc1 (stereo unspecified),0,-0.2,-3,10,1,-2,11,-10,-3
O=C(O)COc1ccccc1C=NNC(=O)c1ccc(NS(=O)(=O)c2cccs2)cc1,19,-0.5,-7,-10,1,-3,5,-7,1
N#Cc1c(N2CCOCC2)nc(N2CCCCC2)c2c1CCN(C1CCCCC1)C2,14,1.2,·,7,24,-2,20,·,-4
Cc1cc(C(=O)OCC(=O)NC2CCCCC2C)c2ccccc2n1 (stereo unspecified),14,-0.9,-14,9,-6,1,27,7,-1
Fc1ccc(F)c(C2=NNC(=Nc3ccccc3F)SC2)c1,23,4.1,-6,-149,-2,4,18,21,1
COc1ccc(C(=O)N2CCN(c3ccc(NC(=O)Cc4ccccc4)cc3)CC2)cc1,4,-0.1,-5,-30,-20,-4,-8,3,-4
COC(=O)c1ccc(NC(=O)CN(c2ccc(OC)cc2)S(C)(=O)=O)cc1,-19,4.8,8,-39,-10,2,8,7,2
Cc1ccc(NC(=O)c2ccco2)c(NC(=O)c2ccccc2C)c1,12,0.0,-8,-4,13,-1,17,9,2
COc1ccccc1-c1cc(C(=O)NC(C)c2ccccc2)no1 (stereo unspecified),13,-0.5,6,6,-12,0,22,4,0
Cc1cc(NC(=O)Nc2cccc(C(F)(F)F)c2)n(C)n1,10,1.2,-5,7,-2,0,5,6,0
O=C(NC(=S)Nc1ccccc1F)C1CCCCC1,·,5.1,9,12,10,-6,54*,2,4
CCCOc1cccc(C(=O)N(Cc2ccc(OC)c(OC)c2)C2CCS(=O)(=O)C2)c1 (stereo unspecified),-6,-1.2,-1,2,-3,-5,4,-1,0
COC(=O)CSc1nnc(CNC(=O)c2ccc(S(=O)(=O)N3CCCCC3)cc2)n1C,-9,2.0,2,21,12,-4,-5,3,2

# A stretch of the results above:
SMILES,CCR6 antagonist,CHOP UPR activ,CXCR6 block,Mdm2 MdmX PPI,APJ antagonist,APJ agonist,tim23-1 inh,EBI2 block,UPR XBP1 act
Cc1nc(Nc2ccc(F)cc2)[nH]c(=O)c1CCC(C)C,-14,-0.7,-3,10,-22,-1,43,3,-2
CCOc1ccc(NC(=O)C2CC(=O)N(C(C)C)C2)cc1 (stereo unspecified),0,-0.2,-3,10,1,-2,11,-10,-3
O=C(O)COc1ccccc1C=NNC(=O)c1ccc(NS(=O)(=O)c2cccs2)cc1,19,-0.5,-7,-10,1,-3,5,-7,1
